NR1D1 modulator – modulates human Rev-erb alpha binding to DNA. AID 1259318. 0.79% of 370,000 active. P20393. Rev-erbα–FITC-DNA binding, fluorescence polarization, 90 min. activity, % at 10 µM;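 active = activity above about 14%, limit read from the data; passing the limit was not always enough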;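 also: 0% = DMSO wells with 35 nM protein and 100% = DMSO wells with 750 nM protein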
DAX1 inh-1 – blocks DAX1 repression of SF-1 activated StAR promoter; HEK293T StAR-luciferase reporter, SF-1/DAX-1 repression relief; inhibition, % at 6.8 µM; 1.1% of 370,000 active; AID 652010;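 active = inhibition above the mean over all tested compounds plus 3 SD, cut at about 3.6% in these data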;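 also: 0% = DAX-1 cells with DMSO and 100% = cells lacking DAX-1 with DMSO; higher inhibition means more luminescence from relief of DAX-1 repression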
SMARCA2 act – SMARCA2 function activation, primary screen. MG213 cells, MMTV-luciferase reporter, dexamethasone, overnight. activation, % at 9.1 µM. 1% of 370,000 active; in the data active = activation above about 7.8%;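 also: 0% = vehicle wells and 100% = reference activator wells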
PLCb3 inh – blocks human PLC-beta3 enzyme activity; Purified PLC-beta3, fluorogenic substrate, fluorescence; inhibition, % at 12.2 µM; 0.18% of 370,000 active; in the data active = inhibition above about 11%;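 also: 0% = median of compound wells on plate and 100% = full blocker control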
DAX1 inh-2 – inhibits human nuclear receptor DAX1. P51843. HEK293 Gal4-DAX1 luciferase reporter, luminescence. inhibition, % at 6.75 µM. 0.99% of 340,000 active. AID 504766;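 active = inhibition above the mean over all tested compounds plus 3 SD, cut at about 4.2% in these data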;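 also: 0% = DAX1-transfected cells with DMSO and 100% = empty-vector control cells with DMSO; inhibition shows as a rise in luminescence from relieved DAX1 repression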
Target sequence (P51843 207-470 limits assumed): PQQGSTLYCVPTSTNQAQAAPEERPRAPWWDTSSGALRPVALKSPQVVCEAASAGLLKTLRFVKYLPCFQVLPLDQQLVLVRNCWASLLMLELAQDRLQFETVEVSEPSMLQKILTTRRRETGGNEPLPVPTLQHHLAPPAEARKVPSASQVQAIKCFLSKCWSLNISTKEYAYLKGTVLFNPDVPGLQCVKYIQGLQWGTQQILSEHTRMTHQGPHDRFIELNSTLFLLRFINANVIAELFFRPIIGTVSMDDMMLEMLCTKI
hgDAF12 agonist – hgDAF-12 agonism, primary luciferase screen. HEK293 GAL4-hgDAF12 UAS-luciferase reporter, agonist luminescence; normalized to butyrate control. activation, % at 6.8 µM. 1.8% of 370,000 active. AID 687014;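 active = activation above a cutoff set at the mean of all screened compounds plus 3 SD, cut at about 10% in these data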;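 also: 0% = DMSO wells and 100% = sodium butyrate wells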
PG9 Ab binder – small molecules binding HIV-1 gp120 antibody PG9; TR-FRET gp120-PG9 antibody binding; 0.43% of 360,000 active; inhibition, % at 6.7 µM; AID 624416; in the data active = inhibition above about 8.5%
sPLA2-III inh – Blocks human group III sPLA2 activity | inhibition, % at 12.2 µM | Q9NZ20 | AID 743126 | QFRET BODIPY PC-A2 liposome hydrolysis, fluorescence | 0.56% of 370,000 active;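 active = inhibition above mean plus 3 SD of compounds lying within the high and low control bounds, cut at about 19% in these data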;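 also: 0% = median of test compound wells and 100% = no enzyme DMSO wells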
Target sequence (Q9NZ20 whole entry, looked up): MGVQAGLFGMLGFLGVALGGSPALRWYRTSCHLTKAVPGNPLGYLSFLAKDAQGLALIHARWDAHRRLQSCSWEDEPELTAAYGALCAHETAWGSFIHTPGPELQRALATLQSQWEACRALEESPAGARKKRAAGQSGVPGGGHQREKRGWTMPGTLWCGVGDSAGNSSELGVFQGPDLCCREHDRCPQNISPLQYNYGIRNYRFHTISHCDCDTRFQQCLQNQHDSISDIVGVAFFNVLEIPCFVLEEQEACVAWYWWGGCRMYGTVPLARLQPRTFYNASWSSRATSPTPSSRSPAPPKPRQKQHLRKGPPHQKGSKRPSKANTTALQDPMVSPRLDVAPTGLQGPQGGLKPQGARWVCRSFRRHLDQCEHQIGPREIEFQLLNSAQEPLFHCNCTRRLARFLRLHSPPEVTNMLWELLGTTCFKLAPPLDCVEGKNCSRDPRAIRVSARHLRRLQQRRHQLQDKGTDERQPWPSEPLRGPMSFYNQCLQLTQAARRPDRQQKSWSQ
ssDAF12 agonist – S. stercoralis DAF-12 activation, primary screen; HEK293 ssDAF-12/GRIP1 lit1-tk-luc reporter, luminescence; % of 3 µM dafachronic acid response; 1% of 370,000 active; activation, % at 6.8 µM;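 active = activation above the mean over all tested compounds plus 3 SD, cut at about 0.9% in these data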;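 also: 0% = DMSO-only wells and 100% = 3 µM delta7-dafachronic acid wells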
FXN GAA850 act – increases GAA850 frataxin promoter reporter activity | AID 540364 | HEK293 lucGAA850 FXN promoter luciferase reporter, 24 h; percent of 10 µM SAHA response | 0.56% of 360,000 active | activation, % at 6 µM;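 active = activation above the average of all compounds screened plus 3 SD, cutoff fixed separately per campaign, cut at about 7.5% in these data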;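 also: 0% = DMSO wells and 100% = 10 µM SAHA wells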
hcDAF-12 act – H. contortus DAF-12 activation, primary screen | AID 652067 | 1.4% of 370,000 active | HEK293 hcDAF-12 lit1-tk-luc reporter, luminescence; 0% DMSO, 100% Δ7-dafachronic acid | activation, % at 6.8 µM;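 active = activation above the mean of all tested compounds plus 3 SD, cut at about 5.5% in these data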;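 also: 100% = response to 3 µM Δ7-dafachronic acid high control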
* = called active by the depositor; i = inactive; nt = not tested or not shown.

SMILES | NR1D1 modulator | DAX1 inh-1 | SMARCA2 act | PLCb3 inh | DAX1 inh-2 | hgDAF12 agonist | PG9 Ab binder | sPLA2-III inh | ssDAF12 agonist | FXN GAA850 act | hcDAF-12 act
COc1ccc(NC(=O)CCCc2ccc(OC)c(C)c2)cc1 | 3 | 0.6 | -4 | 5 | 0.5 | 1.8 | -0.2 | -4 | -1.2 | 2.4 | -1.2
O=C(CSc1ccccn1)Nc1ccc(Cl)cn1 | -4 | 0.1 | 2 | 1 | 2.8 | 2.9 | -1.4 | 4 | -1.2 | 0.5 | -1.4
Cn1[nH]c(CSc2ccc(Cl)cc2)cc1=O | -4 | -0.5 | -1 | 1 | -1.2 | -1.1 | -0.7 | -6 | -0.7 | -0.3 | -2.4
CCOC(=O)C1CCN(C(=O)c2cc(S(=O)(=O)N3CCc4ccccc43)ccc2OC)CC1 | -5 | -0.1 | -1 | -6 | 0.2 | -0.1 | -0.3 | -7 | -0.5 | -2.0 | -0.8
CC1CCCCC1NC(=S)NC(=O)c1sc2ccccc2c1Cl (stereo not given) | 5 | 1.3 | 0 | 0 | 0.0 | 2.4 | 1.2 | 2 | -1.3 | 4.6 | 1.1
CCc1ccc(NC(=O)Cn2c3[n+](c4c(F)c(F)ccc42)CCCCC3)cc1 | 1 | -1.6 | -5 | 1 | 0.8 | 3.2 | -2.1 | 1 | -0.3 | -1.3 | 1.6
CN(C)C(=O)c1cn(-c2ccccc2)nc1-c1cc2ccccc2oc1=O | 2 | -0.4 | 2 | i | -1.0 | 4.1 | -2.5 | 5 | -1.1 | 1.9 | 0.2
Cc1cc(C)nc(Nc2nc(C(N)Cc3ccc(C(F)(F)F)cc3)cs2)n1 (stereo not given) | -9 | 0.5 | -5 | 1 | nt | 2.2 | -0.7 | 3 | -1.2 | -0.8 | 0.0
CC(C)(C)NS(=O)(=O)c1ccc(CCC(=O)O)cc1 | -3 | 0.6 | 3 | -2 | -0.7 | -0.4 | 2.5 | 0 | -1.1 | 0.2 | -2.1
CC(=O)Oc1ccc2c(=O)oc(-c3ccccc3)nc2c1 | 0 | 0.1 | -3 | -1 | 0.1 | -2.5 | -1.4 | 4 | -1.5 | 0.8 | -0.4
Cc1cccc(NC(=O)Nc2ccccc2)n1 | 0 | 0.8 | 1 | -1 | -0.8 | 5.0 | 0.6 | -6 | -0.2 | 4.3 | 3.1
O=C(N/N=C/c1ccoc1)c1cc(Br)ccc1O | -8 | 3.5 | 1 | -60 | 1.0 | 2.6 | -1.9 | 13 | -0.5 | -0.5 | 4.8
CN(C)c1nc(N2CCOCC2)nc(N(c2ccccc2)c2ccccc2)n1 | 4 | -1.0 | 1 | 1 | 1.9 | -0.4 | -1.6 | -4 | -0.7 | -1.2 | -1.0
COCCn1c(SCC(=O)NCc2ccco2)nc2cccnc21 | -2 | -0.5 | -2 | 0 | 0.8 | -0.1 | -1.3 | -2 | -0.7 | 1.9 | 2.4
C[C@H](CO)N1C[C@H](C)[C@@H](CN(C)C(=O)Nc2cccc(C(F)(F)F)c2)OCc2cn(nn2)CCCC1=O | -4 | -0.5 | -1 | -1 | nt | -3.2 | 0.3 | 7 | -1.3 | nt | -0.5
CN(CC(=O)NCc1ccc(F)cc1)CC(=O)Nc1ccc(Cl)c(C(F)(F)F)c1 | 4 | -6.8 | -3 | -6 | -1.3 | -5.1 | 0.1 | -23 | -1.7 | 1.1 | -2.9
CC(OC(=O)c1ccc(Cl)cc1)C(=O)NCc1ccc2c(c1)OCO2 (stereo not given) | 1 | -0.1 | 2 | -7 | 0.2 | 1.1 | -1.8 | 5 | -0.9 | 0.5 | -1.1
C/C(=N\NC(=O)C(O)c1ccccc1)c1ccc(C)s1 (stereo not given) | -10 | -0.2 | 0 | -7 | 0.5 | 2.8 | -0.2 | 2 | -0.3 | -0.2 | 2.1
Cc1oc(C(=O)O)cc1CSCc1cc(C(=O)O)c(C)o1 | -5 | 1.2 | 1 | -2 | -0.3 | -1.7 | -0.6 | 1 | -1.2 | -0.7 | 0.5
Cc1c(Cl)cccc1-n1c(SCC(=O)NCc2cccs2)nnc1-c1ccncc1 | -3 | -0.1 | 1 | 0 | -0.1 | -1.4 | 0.6 | -9 | -1.7 | -1.4 | -1.2
CN1CCN(/N=C/c2ccc(-c3ccc([N+](=O)[O-])cc3Cl)o2)CC1 | 0 | 0.2 | 2 | -72 | 0.6 | -1.5 | -1.6 | 2 | -0.6 | 4.4 | -1.9
Cc1ccc(S(=O)(=O)N2[C@@H](c3ccccc3F)C(C(=O)O)=CC[C@H]2c2ccc(Cl)cc2)cc1 | 1 | -0.1 | -1 | -2 | 2.8 | -1.3 | -0.6 | -12 | -1.1 | 0.5 | -0.8
Cc1c(-c2ccn[nH]2)cc(NC(=O)c2ccc(Cl)cc2)c(=O)n1N | 2 | 0.2 | -2 | -17 | nt | -5.2 | -1.0 | -1 | -0.8 | 3.7 | -0.9
Cc1ccccc1CN1CCNC(=O)C1CC(=O)NC1CCCCCCC1 (stereo not given) | 0 | -0.3 | -1 | -17 | -0.3 | 0.4 | -1.4 | -8 | -1.6 | -0.6 | 2.6
COc1ccc(NC(=O)CSCC(=O)Nc2sccc2C#N)cc1 | -4 | 0.2 | 0 | -14 | -0.7 | 0.9 | 1.3 | 2 | 1.0* | 2.0 | 1.0

Part of the list above, with values under each structure.
Every second line gives: NR1D1 modulator	DAX1 inh-1	SMARCA2 act	PLCb3 inh	DAX1 inh-2	hgDAF12 agonist	PG9 Ab binder	sPLA2-III inh	ssDAF12 agonist	FXN GAA850 act	hcDAF-12 act
> O=C(N/N=C/c1ccoc1)c1cc(Br)ccc1O
→ -8	3.5	1	-60	1.0	2.6	-1.9	13	-0.5	-0.5	4.8
> CN(C)c1nc(N2CCOCC2)nc(N(c2ccccc2)c2ccccc2)n1
→ 4	-1.0	1	1	1.9	-0.4	-1.6	-4	-0.7	-1.2	-1.0

Carrying on:
SMILES | NR1D1 modulator | DAX1 inh-1 | SMARCA2 act | PLCb3 inh | DAX1 inh-2 | hgDAF12 agonist | PG9 Ab binder | sPLA2-III inh | ssDAF12 agonist | FXN GAA850 act | hcDAF-12 act
COC(=O)C1CN(Cc2cn(Cc3ccc(C)cc3)nn2)CCS(=O)(=O)N1Cc1ccc(Cl)cc1 (stereo not given) | 0 | -2.5 | -5 | -1 | nt | -4.3 | nt | -7 | -0.9 | nt | -4.3
CCCn1nnnc1SCC(=O)Nc1ccc(F)cc1 | 2 | -0.5 | -2 | 1 | -0.7 | -1.2 | 1.3 | -6 | -1.2 | 1.3 | -0.5
O=C(Nc1ccc2c(c1)OCO2)c1cc(C2CCCCN2C(=O)CCCc2ccccc2)on1 (stereo not given) | 3 | -1.2 | -6 | -7 | nt | 2.4 | 0.1 | -1 | -1.0 | -2.3 | -1.8
O=C1C2C3C=CC(C4CC34)C2C(=O)N1c1cccc2ccccc12 (stereo not given) | -8 | -0.1 | 0 | -6 | 0.4 | 2.9 | -0.1 | -7 | -0.3 | 1.7 | -1.0
COC(=O)CC1=NN(c2ccccc2)C(=O)/C1=C\c1ccc(OC)cc1 | 2 | -0.2 | -3 | -3 | -0.8 | 0.5 | -0.5 | -12 | -1.6 | 2.5 | 0.0
CCc1ccc([C@@H]2C[C@H]3[C@@H](CN2S(=O)(=O)c2ccc(C)cc2)C(=O)C[C@@H](c2ccc(Cl)cc2)N3S(=O)(=O)c2ccc(C)cc2)cc1 | 3 | -0.3 | -2 | 1 | nt | -2.4 | -0.7 | -9 | -1.3 | nt | -1.5
Cc1ccc(C(=O)Nc2nc3ccc(S(C)(=O)=O)cc3s2)cc1C | 26* | 0.0 | 0 | -6 | 0.4 | -0.3 | 21* | 1 | -1.0 | 1.8 | 0.3
COc1ccc(CN2C(=O)c3ccccc3C2c2nnnn2-c2ccc3c(c2)OCCO3)cc1OC (stereo not given) | 6 | -0.3 | 2 | 1 | nt | -1.1 | -0.4 | -5 | -0.4 | nt | 3.7
CN(C)c1ccc(NC(=O)C(=O)NCCOc2ccccc2)cc1 | -8 | 0.7 | 1 | 2 | -0.9 | -0.5 | -1.3 | 0 | -1.0 | 1.0 | -0.3
Cc1ccccc1NC(=S)NCC1CCN(C(C)c2ccccc2)C1 (stereo not given) | 1 | 0.6 | -1 | -69 | 2.5 | 0.8 | -2.2 | 14 | 0.2 | 1.0 | -1.4
CCCCOc1ccc(C(O)C(CN2CCOCC2)c2ccccc2)cc1 (stereo not given) | 3 | -0.7 | -2 | -7 | -1.2 | -2.1 | 1.6 | -5 | -0.7 | -0.9 | -1.3
COc1ccc(C(=O)Nc2ccc(Br)cn2)cc1S(=O)(=O)N1CCOCC1 | -3 | -1.5 | -1 | -6 | 0.3 | 1.0 | -1.0 | -1 | -1.5 | -0.5 | 0.5
O=C(NNC(=O)C1CCN(S(=O)(=O)c2ccc(Cl)cc2)CC1)c1ccncc1 | 1 | 0.0 | -5 | -2 | -1.2 | -1.5 | 2.4 | 6 | -0.8 | 2.0 | -1.6
CC(C)CCn1c(CN2CC(C)OC(C)C2)nc2c1c(=O)n(C)c(=O)n2C (stereo not given) | -4 | 0.8 | 6 | 1 | 1.7 | -0.7 | 0.3 | -1 | -0.9 | -2.0 | -0.1
CCn1c(COc2ccc(Cl)cc2)nnc1SC1CCc2ccccc2C1=O (stereo not given) | -1 | 0.5 | -3 | -33 | 0.6 | -2.7 | 0.1 | -6 | 1.5* | 0.5 | 3.2
O=c1c2ccccc2nc(-c2ccco2)n1/N=C/c1ccccc1O | -4 | -0.6 | 2 | -1 | -0.9 | 1.1 | -2.0 | 0 | -0.7 | 4.2 | -1.9
O=C(NC1CCN(Cc2ccccc2)CC1)c1ccc2c(c1)OCCCO2 | -2 | -0.2 | -1 | -2 | -0.1 | 2.3 | 0.3 | 0 | -1.5 | -1.6 | -1.5
O=C(CSc1ncnc2ccccc12)Nc1ccc2c(c1)OCCO2 | 1 | -0.4 | 1 | -8 | -1.3 | 4.6 | 0.3 | 2 | -1.2 | 2.1 | -0.2
CCN(CC(=O)Nc1ccc2c(c1)OCCO2)C(=O)/C=C/c1ccc(OC)c(OC)c1 | -5 | -4.4 | 0 | -13 | -1.0 | -2.9 | 1.6 | 7 | -0.8 | 2.2 | -0.3
Nc1ccccc1C(=O)NC12CC3CC(CC(C3)C1)C2 | -4 | -0.3 | -2 | -44 | -0.6 | 0.7 | -1.2 | 9 | -1.1 | 3.5 | -1.6
O=C(NC1CC(=O)N(c2cccc(F)c2)C1)C(=O)c1c[nH]c2ccccc12 (stereo not given) | 5 | 0.4 | -3 | -8 | -0.8 | 0.0 | 4.4 | 2 | -0.6 | -2.1 | 0.7
Cc1noc(C)c1COc1ccccc1C(=O)N1CCN(S(=O)(=O)c2cccc(Cl)c2)CC1 | -1 | 0.7 | -1 | -9 | -0.4 | -1.5 | -1.5 | -1 | -0.4 | -1.0 | -0.6
Cc1cccc(NC(=O)c2cc3ccccc3o2)c1 | 0 | 3.6 | 0 | -2 | 2.9 | 20* | -2.3 | -4 | 1.1* | 3.2 | 6.4*
COC(=O)[C@]12C[C@H](CC(=O)NCc3cccs3)C(=O)N(Cc3ccco3)C1=C[C@H](C(C)C)O[C@@H]2C1CC1 | 1 | -0.6 | -5 | -4 | nt | -2.5 | nt | -2 | -1.1 | nt | -3.3
O=C1c2ccccc2C(c2nnnn2-c2ccc3c(c2)OCCO3)N1Cc1cccnc1 (stereo not given) | 3 | 1.0 | -2 | 2 | nt | 0.9 | 0.1 | 3 | -0.6 | nt | 1.8

Screens (PubChem)
